# Compound activity from PubChem BioAssay.
# aDG glyco act: increases alpha dystroglycan glycosylation | 360,000 tested, 0.22% active | Pro5-aDG cells, alpha-DG glycosylation AlphaScreen (IIH6); 0% Pro5, 100% B10-LARGE cell signal | activation, % at 10 µM;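 active = activation of at least 8% versus controls, or a plate z-score of at least 8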;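 also: Pro5 are CHO cells carrying HIG-tagged alpha-DG that lacks glycosylation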
# Vif imaging: inhibitors of HIV Vif | HEK293T cells, Vif self-association by quenched fluorescence, imaging, 24 h | inhibition, % at 7.49 µM | 340,000 tested, 0.35% active | AID 602346; in the data active = inhibition above about 50%, passing the limit was not always enough; inconclusive = no clear call, values can overlap the other calls; inactive = below about 31%; also: some results filed as inactive read as strong as hits
# PDI inh: inhibitors of human protein disulfide isomerase; AID 588391; inhibition, % at 10 µM; PDI insulin aggregation turbidity, A650, 90 min; P07237; 350,000 tested, 0.052% active;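 active = mean inhibition across replicates of 30% or more, whatever share of single replicates reach that level; inconclusive = mean inhibition below 30% while every single replicate reaches 30%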;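 also: absorbance from insulin aggregation driven by PDI reduction with DTT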
# Target sequence (P07237 whole entry, looked up): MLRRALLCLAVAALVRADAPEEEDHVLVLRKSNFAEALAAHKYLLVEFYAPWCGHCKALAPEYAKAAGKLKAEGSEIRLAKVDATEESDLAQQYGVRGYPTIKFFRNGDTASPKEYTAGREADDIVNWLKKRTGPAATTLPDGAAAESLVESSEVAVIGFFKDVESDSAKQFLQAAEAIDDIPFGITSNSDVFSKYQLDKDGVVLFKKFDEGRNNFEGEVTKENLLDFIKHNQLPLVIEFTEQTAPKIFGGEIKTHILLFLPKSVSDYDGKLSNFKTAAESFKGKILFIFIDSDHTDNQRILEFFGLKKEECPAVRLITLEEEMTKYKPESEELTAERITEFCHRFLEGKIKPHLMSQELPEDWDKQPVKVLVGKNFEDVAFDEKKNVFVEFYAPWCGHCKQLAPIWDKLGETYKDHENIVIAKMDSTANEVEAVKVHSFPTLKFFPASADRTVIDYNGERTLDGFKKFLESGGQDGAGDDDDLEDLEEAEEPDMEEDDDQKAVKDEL
# Granule exo inh: lytic granule exocytosis inhibition; 360,000 tested, 0.66% active; inhibition, % at 10 µM; TALL-104 LAMP-1 surface exposure, flow cytometry; cells stimulated with thapsigargin and PMA; AID 651702;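 active = inhibition above about 55%, limit read from the data; inconclusive = no clear call, values can overlap the other calls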
# HIF-2a inh: blocks HIF-2a reporter activity. inhibition, % at 18.8 µM. 786-0 RCC cells HIF-2a reporter, luciferase luminescence, overnight. AID 624352. 360,000 tested, 0.72% active;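 active = inhibition of the luminescence signal of 40% or more relative to plate controls, in a single-dose primary screen at 18.75 µM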
# CaV13 ICDI inh: Disruptors of the CACNA1D IQ motif to Ca2+-dependent inactivation inhibitor domain association, primary screening, Förster resonance energy transfer in intact living …. HEK cells, CFP/YFP FRET ICDI-IQ, plate reader, 10 min; percent FRET-ratio fall versus neutral wells. inhibition, % at 12.3 µM. 340,000 tested, 0.098% active. AID 743397;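 active = mean replicate inhibition of at least 30% and at least 1% of replicates passing that level; inconclusive = only one of the two criteria is met; inactive = neither criterion is met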;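 also: 0% = median of the neutral control wells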
# Peg3 prom inh: inhibitors of Peg3 promoter; AID 588405; inhibition, % at 20 µM; HeLa PEG-Prom luciferase reporter, luminescence, overnight; 360,000 tested, 1.7% active;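 active = inhibition of at least 50% at 20 µM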
# NR2E3 ag-1: agonists of human NR2E3 nuclear receptor; CHO-S Gal4-NCOR/VP16-NR2E3 two-hybrid, luciferase; Q9Y5X4; inhibition of corepressor binding, % at 3.98 µM; AID 602229; 360,000 tested, 0.35% active;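 active = inhibition above the mean of all tested compounds plus 3 SD, cut at about 70% in these data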;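 also: 0% = DMSO with NR2E3 transfected cells and 100% = cells lacking NR2E3 construct; higher means lower luciferase signal from less NR2E3 corepressor binding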
# Target sequence (Q9Y5X4 whole entry, looked up, the tested form may be a part): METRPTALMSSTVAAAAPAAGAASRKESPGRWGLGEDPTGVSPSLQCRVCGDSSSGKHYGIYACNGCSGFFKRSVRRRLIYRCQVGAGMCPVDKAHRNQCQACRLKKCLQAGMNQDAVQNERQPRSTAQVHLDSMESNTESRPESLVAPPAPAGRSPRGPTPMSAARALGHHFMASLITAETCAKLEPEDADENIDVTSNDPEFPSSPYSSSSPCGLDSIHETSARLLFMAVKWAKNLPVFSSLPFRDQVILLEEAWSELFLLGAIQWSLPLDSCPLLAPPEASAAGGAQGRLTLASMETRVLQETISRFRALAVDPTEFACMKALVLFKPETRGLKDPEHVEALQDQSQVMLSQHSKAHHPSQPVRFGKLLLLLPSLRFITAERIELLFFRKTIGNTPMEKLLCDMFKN
# TRPM1 prom inh: reduces MITF-dependent TRPM1 promoter luciferase signal. SK-MEL-5 TRPM1 promoter luciferase, 24 h. inhibition, % at 12.5 µM. 330,000 tested, 0.83% active;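 active = mean inhibition across replicates of 60% or more, whatever share of single replicates reaches that level; inconclusive = some that reach 60%, reason not given; inactive = mean inhibition across replicates below 60%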; also: values of inactives mirror those of a sister screen read the other way
# hiPSC survival: increases survival of single human iPS cells. hiPSC single-cell survival, ATPlite luminescence; 100% = ROCK inhibitor wells, 0% = DMSO. survival enhancement, % at 20 µM. 360,000 tested, 0.044% active. AID 602274; in the data active = survival enhancement above about 18%;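 also: cells exposed to compounds for 16 hours before the ATP read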
# NR2E3 ag-2: agonists of human nuclear receptor NR2E3; inhibition of corepressor binding, % at 4.78 µM; Q9Y5X4; 320,000 tested, 0.12% active; AID 2300; GST-NR2E3/biotin-RetCOR TR-FRET, 1536-well;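 active = percent inhibition above the cutoff of mean plus 3 SD of all tested compounds, set per screening campaign, cut at about 20% in these data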;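 also: 0% = DMSO wells and 100% = biotin wells as full block of FRET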
#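 System: GST-tagged NR2E3 plus biotinylated RetCOR corepressor; Buffer or medium: pH 7.5 Tris-based buffer; Probe or stimulus: RetCOR corepressor, biotinylated, 7 nM; Doses: compound at 4.8 µM, single dose; Schedule: 5 h incubation at 4 °C; Technique: time-resolved FRET; Evaluation: percent inhibition of TR-FRET ratio; Replication: one well per compound, singlicate testing.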
# * = called active by the depositor; ? = inconclusive; · = no result given.
SMILES	Peg3 prom inh	aDG glyco act	Vif imaging	TRPM1 prom inh	NR2E3 ag-1	CaV13 ICDI inh	HIF-2a inh	hiPSC survival	PDI inh	Granule exo inh	NR2E3 ag-2
CC(/C=C/c1ccccc1F)=N\NC(=O)C(C)C	-144	0.1	-1	-54	-18	-5	-154	-0.4	7	-6	-1
Cc1ccccc1Cn1nnc(-c2ccc(C(=O)O)cc2)n1	8	-0.1	5	1	16	-6	5	-0.1	-1	0	3
COc1ccc(C(=O)OCC(=O)NC(Cc2ccccc2)C(C)=O)cc1S(=O)(=O)N1CCCC1 (stereo unspecified)	11	0.1	0	1	6	-5	5	0.3	10	1	·
Cc1ccc(-c2nsc(SCC(=O)NCc3ccc4c(c3)OCO4)n2)cc1	-37	-0.1	2	-6	-42	-16	-82	0.1	-1	-3	6
CCCOc1cccc(C(=O)NCCNC(=O)c2cnccn2)c1	15	0.0	0	10	-4	-4	15	0.1	0	-8	6
O=C(O)c1ccc(COc2ccc3c4c(c(=O)oc3c2)CCC4)o1	-8	-0.1	-10	30	-95	·	18	-1.7	0	1	4
CCOCCCNC(=O)c1ccc2c(c1)ncn2C1CCCC1	-69	0.0	·	-23	-32	·	-160	-0.4	1	2	0
Cc1cccc(C2CC(c3ccc(Cl)cc3)Nc3nc(N)nn32)c1 (stereo unspecified)	22	0.4	5	-4	0	-2	-5	0.3	·	-2	2
CSC1=NC(C(Cl)(Cl)Cl)N=C(c2ccccc2)N1 (stereo unspecified)	21	-0.1	5	21	-62	7	11	-0.8	3	4	1
NC(=O)CC(NC(=O)c1ccc(Br)cc1)c1ccc(NC2CCCCCCC2)c([N+](=O)[O-])c1 (stereo unspecified)	-4	-0.4	3	-6	-36	-5	-29	-2.1	0	-2	2
COc1ccc(S(=O)(=O)NCc2cn3c(C)csc3n2)cc1F	6	-0.2	·	·	-55	-6	7	1.0	·	2	-4
NS(=O)(=O)c1ccc(CCNC(=O)COC(=O)CCc2ccccc2)cc1	2	0.3	-6	-4	8	-6	18	0.8	-2	-6	2
COC(=O)C1C(c2ccc(OC)c(OC)c2)NC(c2ccc(OC)c(OC)c2)C(C(=O)OC)S1(=O)=O (stereo unspecified)	7	-0.1	15	11	5	-7	-3	2.5	4	0	4
Cn1cc(CCC(=O)N2CCCC(CCC(=O)NCc3ccccc3F)C2)cn1 (stereo unspecified)	-10	0.1	-5	5	-21	0	-17	0.3	9	1	-2
COc1cccc(-n2c(C)cc(/C=C3/C(=N)N4C(=NC3=O)SN=C4S(C)(=O)=O)c2C)c1	-53	0.2	8	-6	-10	-14	-58	3.7	6	-1	3
COc1ccccc1NC(=O)CSc1nnc2ccc(-c3cccnc3)nn12	18	0.0	-5	6	2	-4	28	1.7	-2	-4	-1
CCNc1oc(-c2cccc3ccccc23)nc1C#N	-138	0.2	-70	-38	-24	-6	-134	-3.3	-8	-1	2
COc1ccc(OCCSc2nc(-c3ccccc3)cc(=O)[nH]2)cc1	8	-0.1	12	-7	-25	-4	10	-1.0	16	-3	2
Cn1c(=O)oc2cc(S(=O)(=O)CCC(=O)N3CCN(c4ccccc4F)CC3)ccc21	7	-0.2	0	-3	-20	-2	12	-0.4	-4	?	5
O=c1c(Cl)c(NCc2ccccc2)cnn1C12CC3CC(CC(C3)C1)C2	28	0.3	11	-8	7	-5	0	4.9	1	2	5
N#Cc1nnn(Cc2ccccc2)c1N	15	0.0	-4	-5	-32	-2	17	-0.5	2	1	1
O=C1NC[C@@H](CCCCN2C[C@H](Cc3ccc(O)cc3)N(CCC3CCCCC3)C(=O)C2=O)N(CCc2ccc(O)cc2)C1=O	·	-0.2	·	·	-14	-3	6	0.9	·	-5	·
CC1(C(=O)Nc2ccc(F)c(Cl)c2)Cc2c(-c3ccc(C(N)=O)cc3)ccnc2O1 (stereo unspecified)	22	0.8	18	·	-43	-6	23	0.3	-6	9	·
Cc1cc(C)cc(OCC(=O)N2Cc3ccccc3CC2C(=O)O)c1 (stereo unspecified)	9	-0.4	-7	12	3	-1	14	9.2	-8	0	0
COc1ccc(NC(=O)C2Cc3cccc(OC)c3O/C2=N\O)cc1 (stereo unspecified)	7	-0.1	18	-2	-20	-2	-18	-0.3	1	-5	-2
O=C(Nc1ccc(O)cc1)c1ccc2c(c1)C(=O)N(Cc1ccccc1)C2=O	9	-0.5	-4	18	-9	-2	10	0.2	-1	0	-2
CCOc1cc(CNc2ccc(CNc3ncn[nH]3)cc2)ccc1OCc1ccccc1	22	-0.1	6	4	-7	-17	27	0.2	-4	6	2
Cc1cc(C)n2cc(CSc3nnnn3C)nc2n1	12	0.0	4	-2	-16	·	12	2.4	2	3	0
COc1cccc(C2CC(=O)NC(SC)=C2C#N)c1 (stereo unspecified)	25	-0.2	·	-6	-31	-8	6	0.3	1	1	4
O=C(CSc1ccc(C(F)(F)F)cc1[N+](=O)[O-])NCCOc1ccccc1	5	0.2	?	-12	-9	-5	13	4.0	0	-1	1
Cc1[nH]c2ccccc2c1C1(O)C(=O)N(C(C)C)c2ccccc21 (stereo unspecified)	30	0.1	57*	14	-8	-6	4	-0.5	2	1	4
O=C(NCCCn1ccnc1)c1cccc(Br)c1	-9	0.7	-7	1	15	-4	21	-0.5	-7	-8	-5
CCN1CCN(C(=O)c2ccc(CSc3ccc(C)cc3)cc2)CC1	-13	0.0	-1	-4	25	-5	-43	2.5	-4	-5	6
CC(NS(=O)(=O)c1ccc(Cl)cc1)C(=O)NCc1ccco1 (stereo unspecified)	-5	0.2	-3	-3	16	·	7	2.8	-8	-2	2
COc1cc(OC)cc(C(=O)Nc2cccc(C(C)=O)c2)c1	-81	-0.2	9	-24	-27	-7	-70	-2.7	8	-3	4
Cc1ccc(S(=O)(=O)NCCC2=CCCCC2)cc1	-12	0.1	·	-4	-25	-14	-6	0.1	-5	3	·
COc1ccc2c(c1OC)C(=O)OC2C/C(=N\NC(N)=O)c1ccccc1 (stereo unspecified)	3	-0.1	10	-24	0	4	14	0.5	3	6	-2
CCn1c(O)c(/C=N/N=C2CCCC2)c2ccc(C3=NNC(=O)CC3)cc21	6	-0.6	-2	6	7	-4	0	0.7	-1	0	-2
CC(C)c1ccc(C(=O)N/N=C/c2cccc(Cl)c2Cl)cc1	-212	0.2	-7	-33	-50	·	-164	-0.2	2	6	2
CN(C)C(CNC(=O)C1CCN(C(=O)/C=C/c2ccccc2)CC1)c1ccccc1 (stereo unspecified)	-107	0.0	-7	-37	-11	-19	-106	-0.4	0	-1	0
Cc1cc(=O)[nH]c(N/N=C/c2c(C)nn(-c3ccccc3Cl)c2Cl)n1	-21	0.0	-3	-14	-11	-7	-44	-0.6	-5	1	0
Cc1ccc(Cn2cc(CN3CC(N4CCN(CCN(C)C)CC4)CS3(=O)=O)nn2)cc1 (stereo unspecified)	·	-0.1	·	·	-11	-7	19	1.2	·	-3	·
Cn1c(-c2cccs2)nc2ccccc21	-205	0.1	-2	-83	-79	-2	-278	1.0	-1	6	-1
CSc1ccccc1C(=O)NC1CCCCC1	6	0.1	3	-4	-24	-6	-7	0.2	3	-1	1
CC(=O)c1c(C)[nH]c(C(=O)OCC(=O)C(C)(C)C)c1C	-9	-0.1	5	6	-2	-9	-22	0.4	4	-1	0
Cc1ccccc1-n1c(SCC(N)=O)nc2sc(-c3ccccc3)cc2c1=O	-10	-0.2	12	1	-8	-4	3	-1.4	-3	0	-1
Cc1ccc(NCCC(=O)c2ccc(Cl)c(Cl)c2)cc1	-218	-0.1	0	-6	-8	-7	-61	-1.6	-2	0	0
CC(C)(C)C1CCC2(CC1)Nc1cccc3cccc(c13)N2	-5	0.2	-1	9	13	-7	8	-2.4	-2	-3	-1
CCOc1cc(/C=N/NC(=O)CN2CCCCC2)ccc1OCc1ccc(Cl)cc1	-34	0.8	3	-2	-9	-4	17	-0.8	-6	23	-3
Cc1cccc(C)c1-n1nnnc1SCSc1nnnn1-c1c(C)cccc1C	24	0.2	-4	11	0	-7	6	-1.6	3	1	6
COc1ccc(N2C(=O)c3ccccc3NC2c2ccc(OC)c(COc3ccccn3)c2)cc1 (stereo unspecified)	-143	-0.1	-3	-24	-60	-3	-118	-1.4	-26	-2	-3
Cc1ccc(CC(=O)Nc2nnc(-c3ccc(F)cc3)o2)c(C)c1	10	-0.1	-4	8	-19	·	15	0.0	1	-2	2
COc1cccc(NC(=O)Nc2c(C)n(C)n(-c3ccccc3)c2=O)c1	-1	-0.3	-4	8	-4	-5	7	4.6	1	-2	-3
O=C(NCc1cccs1)C1CCN(S(=O)(=O)c2cccc3cccnc23)CC1	9	0.4	12	4	16	-19	18	-3.5	-5	0	0
COCCCNC(=O)CSc1nc2cc(C(=O)NCCOC)ccc2c(=O)n1Cc1ccc2c(c1)OCO2	12	-0.1	-1	9	-14	-5	24	-0.7	-9	6	-3
Cc1ccc(NS(=O)(=O)c2ccc(OCC(N)=O)cc2)cc1	12	0.5	-3	-14	9	-6	19	-0.3	5	15	1
O=C(Cn1cnc2c(nnn2Cc2ccc(Cl)cc2)c1=O)NC1CCCC1	10	-0.1	-5	-2	-16	-7	4	-0.8	3	-1	1
O=C(CCN1CCOCC1)NC12CC3CC(CC(C3)C1)C2	8	-0.2	1	-1	-10	-5	23	-0.8	-2	-5	0
CCOC(=O)c1[nH]c(C)c(C(=O)NCc2ccco2)c1C	1	-0.2	7	2	-30	-4	-4	-0.4	·	-2	4
O=C1C2CCCN2C(=S)N1c1ccccc1 (stereo unspecified)	-6	0.0	-2	-12	-27	-5	-4	1.8	-16	-2	·

# Later entries
SMILES	Peg3 prom inh	aDG glyco act	Vif imaging	TRPM1 prom inh	NR2E3 ag-1	CaV13 ICDI inh	HIF-2a inh	hiPSC survival	PDI inh	Granule exo inh	NR2E3 ag-2
CCCC(=O)Nc1ccc2c(c1)c1ccccc1n2CC	11	0.3	-6	10	6	-3	-15	0.2	3	-6	2
Cn1c(-c2ccc(Br)o2)nc2ccccc21	-248	-0.2	7	-44	-106	-3	-213	-2.3	-8	-1	-2
COc1ccccc1C(=O)CN1C(=O)NC2(CCCc3ccccc32)C1=O (stereo unspecified)	3	0.3	-14	5	7	-6	1	-0.4	-4	-6	·
O=C(NC(=S)Nc1ccccc1)C1CCCCC1	-129	-0.2	8	-47	-30	-6	-184	0.2	5	0	2
